# TTR transcr act: TTR transcription activation, primary screen | SH-SY5Y TTR promoter Gaussia luciferase, luminescence; 100% = recombinant luciferase protein wells | activation, % at 16.7 µM | 92,000 compounds, 1.3% hits | AID 1117267;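 active means activation above the mean of all tested compounds plus 3 SD, cut at about 9.5% in these data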;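 further: cells exposed to compounds for one day before reading; 0% = median of all test compound wells on the plate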
# * marks the source's active call; other numbers are inactive results. These rows are one share of the data (hit frequency here may not be typical).
TTR transcr act	Compound
-2.3	O=C(NCC(=O)N(CC1CCCO1)C(C(=O)NC1CCCC1)c1cccnc1)c1ccco1 (stereo not given)
1.2	Cc1ccc2c(CN3CCOCC3)cc(=O)oc2c1
0.7	CCCN(CCC)C(=S)NC1CC2C=CC1C2 (stereo not given)
1.8	O=C(c1cccc2ccccc12)N1CCN=C1SCc1ccc([N+](=O)[O-])cc1
-0.5	COc1ccc(C2=NS(=O)(=O)N(C)C(C(=O)Nc3ccc4c(c3)OCO4)=C2)cc1
-1.1	CCC(=O)NC(=S)Nc1cccc(Cl)c1N1CCCCC1
-0.2	CCOC(=O)C1(CC2CCCCO2)CCN(Cc2nc(C(C)C)cs2)CC1 (stereo not given)
-2.4	COc1ccc(CCNc2oc(COc3ccccc3Cl)nc2C#N)cc1OC
-0.1	CCOc1ccc(/C=N/NC(=O)C2CC2)cc1OC
1.2	C=CCN(C(=O)c1csnn1)C(C(=O)NCc1ccccc1)c1ccccc1F (stereo not given)
3.4	CCCc1ccc(OCCNC(=O)C2CCCCC2)cc1
0.7	CCc1ccc(NC(=O)c2cc(-c3ccco3)on2)cc1
-2.8	CCC1=[N+](CC(=O)c2ccc(C)cc2)CCn2c(C)ccc21
-0.4	Cn1nnnc1SCc1nnc(-c2ccccc2Br)o1
-0.3	COc1ccccc1NC(=O)CN1CCC(c2nc3ccc(C)cc3[nH]2)CC1
-0.9	COC(=O)/C(C#N)=C/c1c(N2CCN(c3ccc(OC)cc3)CC2)nc2c(C)cccn2c1=O
0.1	C=CCNc1cnn(CC(C)=O)c(=O)c1Br
-0.7	O=C(NC1CCN(C(=S)Nc2ccc(Cl)cc2)CC1)C1CCCCC1
2.0	OCC[C@H]1C[C@H](O)[C@@H](O)[C@]2(Cc3ccccc3O2)O1
0.3	O=C(O)c1sc2cccc(Cl)c2c1Cl
1.6	CNC(=O)NC(=O)C(NC1CCCc2ccccc21)c1ccccc1 (stereo not given)
0.8	Cc1ccc2c(c1)C1(OCCCO1)C(=O)N2
5.0	O=C(Cc1ccc(F)cc1)Nc1ccc2[nH]ncc2c1
0.4	CCOc1ncccc1C(=O)Nc1ccc(S(=O)(=O)N2CC(C)CC(C)C2)cc1 (stereo not given)
-0.1	COc1cccc(C2=NOC(C(=O)NCCCn3ccnc3)C2)c1 (stereo not given)

# Next results:
TTR transcr act	Compound
-0.7	O=C(OCC#CCSc1nnc(-c2cccc3ccccc23)o1)c1ccsc1
0.3	O=C(Nc1cccc(Cl)c1)c1ccc(F)c(S(=O)(=O)NCc2cccs2)c1
4.8	FC(F)(F)c1nc2ccccc2n2c(-c3c(Cl)cccc3Cl)nnc12
0.4	O=C(O)/C=C\C(=O)Nc1ccccc1C(=O)N1CCC(O)(c2ccc(Cl)cc2)CC1
-2.7	Oc1ccc(Cc2ccccc2)c2cccnc12
-1.6	CCOC(=O)C1CCN(C(=O)C(C)(C)NC(=O)Nc2ccc3c(c2)CCC3)CC1
1.9	Cc1cc(/C=C2\C(=N)N3N=C(C(C)C)SC3=NC2=O)c(C)n1Cc1ccccc1
-1.0	O=C(CNC(=O)c1cccs1)OCc1c(F)cccc1Cl
2.4	O=C(CSc1nncs1)NC1CCCc2ccccc21 (stereo not given)
-1.1	COc1ccc(-c2oc3ccc(N4CCOCC4)cc3c2/C=C/c2ccc(OC)c(OC)c2)cc1
-0.7	CCOC(=O)C1(Cc2ccc(Cl)cc2)CCN(Cc2ccon2)CC1
0.9	O=C(O)CCNS(=O)(=O)c1ccc2ccccc2c1
0.5	COc1ccc(CC(=O)Nc2nnc(SCc3ccccc3)s2)cc1S(=O)(=O)N1CCOCC1
3.3	CCC1(C)CC(=O)N(c2ccc(C(=O)O)c(O)c2)C1=O (stereo not given)
2.4	Cc1cc(-c2c(C(=O)N3CCOCC3)c(C)nn2-c2cccc(C(F)(F)F)c2)no1
-1.6	COc1ccc(-n2c(=S)[nH]c3cc(C(=O)Nc4cc(OC)c(OC)c(OC)c4)ccc3c2=O)c(OC)c1
-1.6	CCc1ccc(OCC(=O)O/N=C(\N)c2ccncc2)cc1
2.3	CC(C)CCC(C)NC(=O)CN1C(=O)NC(C)(c2ccc3ccccc3c2)C1=O (stereo not given)
-1.2	CCCCS(=O)(=O)NC(=O)C1(C)CCN1C(=O)C/C=C/c1ccccc1 (stereo not given)
5.4	Cc1nc2sccn2c(=O)c1S(=O)(=O)Nc1ccc(N2CCN(C(=O)C(C)C)CC2)cc1
-1.6	C/C(CC1CC(COCC(C)C)OC1=O)=N\Nc1nc(-c2ccccc2)cs1 (stereo not given)
0.1	O=C(CN1CCOCC1)NCCNS(=O)(=O)c1ccccc1
-0.1	CC(C)C[C@H]1CNC(=S)N1CC1CCN(CCCC2CCCC2)CC1
-1.2	COC(=O)C1C(C(=O)OC)C1(c1ccccc1)c1ccccc1 (stereo not given)
2.8	CCOC(=O)c1cn2nc(Oc3ccc(OC)cc3)ccc2n1

# Going on with the list:
TTR transcr act	Compound
1.3	Cc1ccccc1Cn1cc(COC(=O)NCCc2c[nH]c3ccccc23)nn1
-0.6	NC(=O)C1CCN(C(=O)c2cc(-c3ccc(Cl)cc3)nc3ccccc23)CC1
-1.9	OCCN(CCCn1c(C(F)(F)F)nc2ccccc21)c1nc(CN2CCCCC2)cs1
-2.5	Cc1ccc(NC(=O)N2CCc3ccccc3C2)cc1
0.1	CC12CC3(C)CC(C)(C1)CC(C(=O)NC(=S)N1CCOCC1)(C2)C3
8.8	N#Cc1ccc(OCC(=O)OCCCOC(=O)COc2ccc(C#N)cc2)cc1
-0.3	OCC1(CC2CCCCO2)CCN(Cc2ccccc2-c2ccco2)CC1 (stereo not given)
-0.4	CCOC(=O)CSc1nnc(-c2ccccc2)c(-c2ccccc2)n1
-0.6	Cc1ccc(OCC(O)CN2CCOCC2)cc1C (stereo not given)
4.5	COC(=O)CNC(=O)C(CCSC)NC(C)=O (stereo not given)
-1.9	Cc1cccc(NC(=O)NC2CCCCCCC2)c1
-1.4	O=C1C2C3C=CC(CC3)C2C(=O)N1/N=C/c1ccc(O)c(O)c1 (stereo not given)
1.9	CCc1cc(C(=O)N2CCCC(CO)(Cc3ccc(F)cc3)C2)n(C)n1 (stereo not given)
-0.5	Cc1ccc(CSCC(=O)N2CCOCC2)cc1
-2.2	N#C/C(=C(\O)C(F)(F)F)c1nnc2n1CCCCC2
-0.6	CC1(c2nnnn2Cc2ccccc2)CCC(=O)N1CCc1c[nH]c2ccccc12 (stereo not given)
-1.1	COc1cccc(-c2ccc(C3=CC(=O)CC(C)(C)C3=O)cc2)c1OC
-2.6	C/C(=N\NC(=S)NC(C)C)c1ccc(Cl)s1
1.3	CN(Cc1ccccc1)C(=O)CSc1cc(=O)n(C)c2ccccc12
-1.8	O=C(/C=C/c1ccccc1)OCCCN=C1NS(=O)(=O)c2ccccc21
1.2	CC(C)OC(=O)CSc1nc(-c2ccc(F)cc2)cc(C(F)(F)F)n1
0.8	Cc1cccc(-n2ncc3c(N4CCOCC4)ncnc32)c1
-0.9	C[C@@H]1CCCN1c1cccc2c1S(=O)(=O)N1CC[C@@H](C1)O2
0.9	COc1ccc(NS(=O)(=O)c2ccc3c(c2)CCO3)cc1
0.1	Cn1cccc1C(=O)N1CCN(c2cccc(C(F)(F)F)c2)CC1

# Molecules from the list above containing an NH in an aromatic ring (5):
TTR transcr act	Compound
-0.3	COc1ccccc1NC(=O)CN1CCC(c2nc3ccc(C)cc3[nH]2)CC1
5.0	O=C(Cc1ccc(F)cc1)Nc1ccc2[nH]ncc2c1
-1.6	COc1ccc(-n2c(=S)[nH]c3cc(C(=O)Nc4cc(OC)c(OC)c(OC)c4)ccc3c2=O)c(OC)c1
1.3	Cc1ccccc1Cn1cc(COC(=O)NCCc2c[nH]c3ccccc23)nn1
-0.6	CC1(c2nnnn2Cc2ccccc2)CCC(=O)N1CCc1c[nH]c2ccccc12 (stereo not given)

# Remaining list, next part.
TTR transcr act	Compound
4.8	CC(C)NS(=O)(=O)c1ccc(OCC(=O)NCCC2=CCCCC2)cc1
1.8	C/C(CC(=O)Nc1cc(C)ccn1)=N\NC(=O)c1ccc(C)cc1
-1.1	Cc1cccc(Cn2c(=O)n(CCCC(=O)NCc3ccco3)c(=O)c3ccccc32)c1
-2.3	CC(=O)Nc1ccc(-c2csc(Nc3ccccn3)n2)cc1
-1.1	O=C(c1cc(COc2ccc(F)cc2Cl)on1)N(Cc1ccncc1)CC1CCCO1 (stereo not given)
0.5	C[C@H](N)c1nnc(SCC(N)=O)o1
-1.6	Cc1ccc(S(=O)(=O)N2CCOCC2)cc1C(=O)Nc1ccc(C(N)=O)cc1
1.1	Cc1nnc2ccc(-c3ccc(NS(C)(=O)=O)cc3)nn12
-1.7	Cn1c(=O)c([N+](=O)[O-])c(NCCc2ccccc2)c2ccccc21
-0.4	Cc1cc(C)n2c(Nc3c(C)cccc3C)c(-c3cccnc3)nc2n1
2.7	CN(CC(=O)Nc1ccc(N2CCOCC2)cc1)CC(=O)Nc1ccc(C(F)(F)F)cc1
1.4	O=C(NCCc1ccc(Cl)cc1)C1CCCO1 (stereo not given)
1.0	C[C@H](NS(=O)(=O)c1ccc([N+](=O)[O-])cc1)C(=O)NCCNC(=O)[C@@H](C)NS(=O)(=O)c1ccc([N+](=O)[O-])cc1
1.0	CN(C(=O)CC(=O)Nc1ccc(Cl)c(Cl)c1)c1ccccc1
-1.0	CCOC(=O)C1(Cc2ccc(OC)cc2)CCN(C(=O)c2cc(C)on2)CC1
-1.1	CCOC(=O)c1nc2sc(C)c(C)c2c(=O)[nH]1
1.4	CC1CCCCN1S(=O)(=O)c1ccc(C(=O)Nc2nnc(-c3ccccn3)o2)cc1 (stereo not given)
-1.1	Cc1ccc(NC(=O)C2CC2)cc1S(=O)(=O)N1CCOCC1
2.8	CCOc1ccc(C2=[N+]([O-])C(C)(C)N(O)C2(C)C)cc1
-0.5	Cc1cc(=O)[nH]c(SCC(=O)c2ccc(C)c(C)c2)n1
-3.1	CC(=O)N1CC=CC1(C)C(=O)O (stereo not given)
-0.2	COc1ccccc1NC(=O)c1ccc(NC(=O)CSc2n[nH]c(N)n2)cc1
10*	O=C(NCc1ccco1)c1cc(-c2ccccc2)nn1CC1CC(c2cccnc2)=NO1 (stereo not given)
0.5	COc1ccccc1N1CCN(C(=O)CNC(=O)Cn2cnc3sc(C)c(C)c3c2=O)CC1
-0.2	NC(=O)c1ccc(N2CCOCC2)nc1

# Given field by field: entries from further up
canonical_smiles: Cc1nnc2ccc(-c3ccc(NS(C)(=O)=O)cc3)nn12
  TTR transcr act = 1.1
canonical_smiles: C/C(CC(=O)Nc1cc(C)ccn1)=N\NC(=O)c1ccc(C)cc1
  TTR transcr act = 1.8
canonical_smiles: NC(=O)c1ccc(N2CCOCC2)nc1
  TTR transcr act = -0.2
canonical_smiles: CC(=O)N1CC=CC1(C)C(=O)O (stereo not given)
  TTR transcr act = -3.1

# (listing goes on)
TTR transcr act	Compound
0.7	COc1ccc(NC(=O)COc2nsnc2N2CCCCC2)cc1
-1.6	COc1ccc(Cn2c(O)c(/C=C3/C=CC=N3)c(=O)[nH]c2=O)cc1
-1.0	O=C(O)[C@H]1CCCC[C@H]1C(=O)Nc1ccc(Nc2ccccc2)cc1
5.7	COc1cccc2c(=O)n(CC(=O)Nc3cccc(F)c3)ccc12
0.5	C[C@H](NC(=O)OCc1ccccc1)c1nnc([C@H](C)NC(=O)OCc2ccccc2)o1
-2.1	CCSc1nnc(NC(=O)[C@H](C)NC(=O)c2ccccc2Cl)s1
0.3	CCCNC(=O)C1CC(=O)N(c2ccc(OCc3ccc(F)cc3)cc2)C1 (stereo not given)
-1.4	Cc1ccc(CNC(=O)C(NS(=O)(=O)c2cccc3nsnc23)c2ccccc2)cc1 (stereo not given)
-1.0	Cn1c(=O)c2c(nc(SCc3nn[nH]n3)n2Cc2ccccc2F)n(C)c1=O
0.4	CC(C)(C)S(=O)N1Cc2cc(=O)n(Cc3ccccc3)c(CCO)c2[C@H]1CCO (stereo not given in full)
0.8	CCC1CCC/C1=N\NC(=O)CCC(=O)Nc1ccccc1Cl (stereo not given)
1.8	CCc1cc(S(N)(=O)=O)cc(CC)c1NC(C)=O
3.4	CCOC(=O)N1CCC(NC(=O)c2ccccc2C(=O)O)CC1
-0.7	COc1ccc(S(=O)(=O)Nc2ccc3oc(C)c(C(=O)O)c3c2)cc1
-0.8	COc1ccc(NC(=O)N(C)C[C@H]2Oc3ccc(NC(=O)CCN4CCOCC4)cc3C(=O)N([C@@H](C)CO)C[C@H]2C)cc1
2.7	COc1cc(C(=O)O)ccc1OCC(=O)N1CCOCC1
-2.3	CCn1nnnc1-c1ccc(OC)c(S(=O)(=O)Nc2ccc(S(N)(=O)=O)cc2)c1
2.4	COc1cc(/C=C/C(=O)OCC(=O)NCC(=O)Nc2cccc(C)c2C)ccc1OC(F)F
-0.5	Cc1cccc(C)c1NC(=S)N/N=C1\CC2CC=CC12 (stereo not given)
-2.7	CC(C)(C)c1ccc(OCc2ccc(C(=O)NCc3cccnc3)o2)cc1
-0.8	CCc1noc(C)c1C(=O)OCC(=O)Nc1nc(-c2ccc(F)c(F)c2)cs1
3.6	Cc1ccc(-n2c(=O)c3sccc3n(CC(=O)NCc3ccco3)c2=O)cc1
-1.3	CCOC(=O)C1=C(C)OC(N)=C(C#N)C1c1ccc(OC)c(CSc2ccccn2)c1 (stereo not given)
-2.4	O=C(Oc1ccccc1)c1cccc2cccc(C(=O)Oc3ccccc3)c12
5.2	CCCCOc1ccccc1C(=O)N(Cc1ccc(C)o1)C1CCS(=O)(=O)C1 (stereo not given)
0.6	COc1cc(NC(=O)CC2NCCNC2=O)cc(OC)c1 (stereo not given)
0.7	O=Cc1ccc(C(=O)OCC(=O)NCc2ccco2)cc1

# Some of these compounds in order of their number in TTR transcr act, rising:
smiles,TTR transcr act
Cn1c(=O)c([N+](=O)[O-])c(NCCc2ccccc2)c2ccccc21,-1.7
Cn1c(=O)c2c(nc(SCc3nn[nH]n3)n2Cc2ccccc2F)n(C)c1=O,-1.0
OCC1(CC2CCCCO2)CCN(Cc2ccccc2-c2ccco2)CC1 (stereo not given),-0.3
CN(C(=O)CC(=O)Nc1ccc(Cl)c(Cl)c1)c1ccccc1,1.0
CC(C)CCC(C)NC(=O)CN1C(=O)NC(C)(c2ccc3ccccc3c2)C1=O (stereo not given),2.3

# Bioassay records (PubChem)
